OX1R FRET antag – antagonists of human orexin 1 receptor (OX1R). actives 1.8% (n = 330,000). inhibition, % at 6.6 µM. Orexin/Hypocretin receptor type 1 (Homo sapiens), O43613. OX1R-expressing cells, FRET antagonist read-out; in the data active = inhibition mostly above about 38%, no sharp cut-off; inactive = mostly below about 40%;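 also: 0% = agonist challenge alone and 100% = reference antagonist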
Target sequence (O43613 whole entry, looked up): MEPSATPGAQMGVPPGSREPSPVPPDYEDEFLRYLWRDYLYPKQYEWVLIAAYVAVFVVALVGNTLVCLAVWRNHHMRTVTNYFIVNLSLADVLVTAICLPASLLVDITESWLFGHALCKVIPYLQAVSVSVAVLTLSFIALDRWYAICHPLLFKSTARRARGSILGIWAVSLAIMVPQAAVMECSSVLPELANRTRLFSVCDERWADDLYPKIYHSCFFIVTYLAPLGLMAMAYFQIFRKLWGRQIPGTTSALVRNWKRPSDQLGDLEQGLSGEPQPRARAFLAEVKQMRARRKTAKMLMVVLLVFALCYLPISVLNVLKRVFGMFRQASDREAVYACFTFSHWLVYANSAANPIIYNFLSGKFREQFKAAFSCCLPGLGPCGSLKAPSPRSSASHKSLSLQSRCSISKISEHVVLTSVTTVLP
STK33 kinase inh – inhibitors of purified STK33 kinase, primary screen, biochemical, ADP-Glo luminescence, homogeneous, cell-free; inhibition, % at 10 µM; Serine/threonine-protein kinase 33 (Homo sapiens), Q9BYT3; actives 0.073% (n = 320,000); MBP phosphorylation;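 active = inhibition at or above 25%, using the most active replicate where run in duplicate; inactive = inhibition below 25%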
Target sequence (Q9BYT3 whole entry, looked up): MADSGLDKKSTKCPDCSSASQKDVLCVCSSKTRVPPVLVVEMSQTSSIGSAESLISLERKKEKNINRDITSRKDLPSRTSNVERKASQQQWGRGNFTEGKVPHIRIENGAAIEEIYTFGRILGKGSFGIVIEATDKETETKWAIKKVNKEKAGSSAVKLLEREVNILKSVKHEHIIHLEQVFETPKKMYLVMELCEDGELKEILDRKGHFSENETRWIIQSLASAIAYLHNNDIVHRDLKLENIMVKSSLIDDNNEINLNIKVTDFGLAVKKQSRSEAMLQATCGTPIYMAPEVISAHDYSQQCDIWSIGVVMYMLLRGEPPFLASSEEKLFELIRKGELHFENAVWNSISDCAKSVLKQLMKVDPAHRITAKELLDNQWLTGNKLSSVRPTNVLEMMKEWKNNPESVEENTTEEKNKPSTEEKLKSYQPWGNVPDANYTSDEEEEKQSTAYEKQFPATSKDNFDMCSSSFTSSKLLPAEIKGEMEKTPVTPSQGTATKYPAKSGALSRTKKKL
The depositor's hits bear a star; x = not tested or not shown.

The first 6 compounds as a preview:
mol | OX1R FRET antag | STK33 kinase inh
CC(CC(=O)N(C)CC(=O)Nc1ccc(N2CCOCC2)cc1)c1ccccc1 (stereo unspecified) | 16 | -0.2
O=C1[C@H]2[C@@H](c3ccc(F)cc3)N3C(=O)N(c4ccccc4)C(=O)[C@@]3(Cc3ccccc3)[C@H]2C(=O)N1C1CCCCC1 | 6 | -1.0
COc1cc(OC)cc(C(=O)N2CCCC(c3nc(-c4ccc(C)o4)no3)C2)c1 (stereo unspecified) | 14 | -0.2
CC(OC(=O)CCc1nc2ccccc2[nH]c1=O)C(=O)c1ccccc1 (stereo unspecified) | 23 | 0.7
CCOC(=O)c1cnn(-c2nc(-c3cccc(F)c3)cs2)c1C(F)(F)F | 11 | -0.5
COc1cc(C(=O)OC2CCN(C)CC2)cc(OC)c1OC | 19 | -1.6

Main list, previewed entries included:
mol | OX1R FRET antag | STK33 kinase inh
CC(CC(=O)N(C)CC(=O)Nc1ccc(N2CCOCC2)cc1)c1ccccc1 (stereo unspecified) | 16 | -0.2
O=C1[C@H]2[C@@H](c3ccc(F)cc3)N3C(=O)N(c4ccccc4)C(=O)[C@@]3(Cc3ccccc3)[C@H]2C(=O)N1C1CCCCC1 | 6 | -1.0
COc1cc(OC)cc(C(=O)N2CCCC(c3nc(-c4ccc(C)o4)no3)C2)c1 (stereo unspecified) | 14 | -0.2
CC(OC(=O)CCc1nc2ccccc2[nH]c1=O)C(=O)c1ccccc1 (stereo unspecified) | 23 | 0.7
CCOC(=O)c1cnn(-c2nc(-c3cccc(F)c3)cs2)c1C(F)(F)F | 11 | -0.5
COc1cc(C(=O)OC2CCN(C)CC2)cc(OC)c1OC | 19 | -1.6
Cc1onc(-c2ccccc2Cl)c1C(=O)N1CCN=C1SCc1cccnc1 | 22 | -1.0
O=C1C=CC(=O)N1c1ccc(I)cc1Cl | 10 | -1.1
Cc1ccc(NC(=O)COC(=O)Cn2c(C)csc2=O)cc1 | 13 | -3.3
O=C(NC1CCCCC1)C1(S(=O)(=O)c2ccc(Cl)cc2)CC1 | 4 | -0.5
CC1CCN(C(=O)CN2C(=O)NC3(CCC(C)CC3)C2=O)CC1 (stereo unspecified) | 0 | -0.1
N#Cc1c2c(c(-n3cnc4ccccc43)n3c1nc1ccccc13)CCC2 | -2 | 0.5
CC(NC(=O)C1(S(=O)(=O)c2ccc(Cl)cc2)CC1)c1ccccc1 (stereo unspecified) | 12 | -0.3
CC(C)C[C@H](NC(=O)c1nc[nH]c1C(=O)NC(c1ccccc1)c1ccccc1)C(=O)OCc1ccccc1 | 13 | -0.7
Cc1ccc(-n2ncc(-c3nn[nH]n3)c2N)cc1 | 5 | -0.6
Cc1nnc(NC(=O)C2CCN(c3cnccn3)CC2)s1 | 12 | -0.2
CNC(=O)c1cc2ccc(OC)cc2oc1=O | 64 | 1.5
CN(C)CC1CCCCC1OC(=O)c1ccc(Br)cc1 (stereo unspecified) | 14 | 0.2
COc1cc(/C=C2\NC(=O)NC2=O)cc(Br)c1OC | -4 | -0.8
O=C(CSc1nc2ccccc2s1)Nc1cc(S(=O)(=O)N2CCOCC2)ccc1O | 5 | -0.9
Cc1ccc(OCC(=O)Nc2cccc3nsnc23)c(C)c1 | 8 | 2.5
Nc1cc(=O)[nH]c(SCC(=O)NNC(=O)Cc2ccccc2)n1 | 18 | -2.5
Fc1ccc2[nH]c3c(N4CCN(c5ccccc5)CC4)ncnc3c2c1 | 118* | 2.5
COc1ccc(-c2nc3cc(C)ccn3c2NCC2CCCO2)cc1OC (stereo unspecified) | 20 | 0.7
Cc1cccc(NC(=O)c2ccc(S(=O)(=O)C(F)F)cc2)c1C | 31 | -1.5
Cc1ccccc1Nc1nc(N)nc(CSc2n[nH]c(N)n2)n1 | 8 | -0.3
O=C(O)c1cc(-c2ccc(/C=N/N3C(=O)C4C5C=CC(C6CC56)C4C3=O)o2)ccc1Cl (stereo unspecified) | 33 | -0.4
COc1ccccc1N1CCN(CC(=O)NCCc2ccc(S(N)(=O)=O)cc2)CC1 | 11 | 0.9
COc1ccc(N2CCN(C(=O)COc3ccc4c(C)c(C)c(=O)oc4c3C)CC2)cc1 | 6 | 1.4
CC1CCN(C(=O)COC(=O)CCc2c[nH]c3ccccc23)CC1 | 7 | -0.9
COCCN(C(=O)c1ccccc1)c1nc(-c2ccc(OC)cc2)cs1 | 7 | -0.1
O=C(COc1ccc(Br)cc1)Nc1nnc(-c2cccnc2)s1 | 6 | -1.5
C[C@H](CO)N1C[C@H](C)[C@@H](CN(C)Cc2ccc3c(c2)OCO3)Oc2c(NC(=O)C3CCCCC3)cccc2C1=O | 12 | 1.4
Cc1ccc(NC(=O)Nc2ccccc2C(=O)NCc2ccccc2)cc1 | 41 | -2.9
CCCc1nc2ccc([N+](=O)[O-])cc2[nH]1 | 17 | 0.6
O=C(Oc1coc(CSc2ncccn2)cc1=O)c1ccc(Br)o1 | 11 | x

Look-ups from the results shown:
COCCN(C(=O)c1ccccc1)c1nc(-c2ccc(OC)cc2)cs1 in OX1R FRET antag has 7
Cc1ccccc1Nc1nc(N)nc(CSc2n[nH]c(N)n2)n1 in OX1R FRET antag has 8

Carrying on.
mol | OX1R FRET antag | STK33 kinase inh
O=C(COC(=O)c1cccc(S(=O)(=O)N2CCOCC2)c1)NCc1ccccc1 | 7 | -1.1
COC(=O)c1ccc(N2C(=O)Nc3ccccc3N2O)cc1 | 10 | -2.1
CCOc1ccc(OCC)c(S(=O)(=O)NNC(=O)c2c(C)nc3ccccn23)c1 | 20 | -0.9
COc1cccc(NC(=O)c2ccc(NC(=O)C3CC(=O)OC34CCCCC4)cc2)c1 (stereo unspecified) | 9 | 1.3
COc1ccc(NS(=O)(=O)c2ccc(NC(=O)C3CC3)cc2)cc1 | 27 | -1.0
CC(=O)Nc1ccc(NC(=O)C(C)Sc2nc3ccccc3c(=O)n2Cc2ccco2)cc1 (stereo unspecified) | 15 | -0.7
COC(=O)CCSCC(=O)Nc1ccc(S(=O)(=O)N2CCOCC2)cc1OC | 7 | 0.6
Cc1cc(O)c(C=Nc2cccc(Cl)c2)c(=O)o1 | 19 | x
O=C(N/N=C/c1ccc(O)cc1)c1csc2c1CCCC2 | 10 | -1.3
N#CC1=C(N)C2=CCCC[C@H]2[C@H](c2ccc(Br)cc2)C1(C#N)C#N | 11 | 1.1
CCCn1nc(C(=O)OCc2nc(N)nc(Nc3ccccc3C)n2)c2ccccc2c1=O | -4 | 0.0
Cc1cccc(C)c1NC1=C(Cl)C(=O)OC1OC(=O)c1ccccc1 (stereo unspecified) | 14 | 0.9
COc1cccc(NC(=O)CN(C)C(=O)/C=C/c2cc(OC)ccc2OC)c1 | 30 | -1.3
CCC(CC)c1nnc(NC(=O)c2cccnc2SC)s1 | 25 | 0.3
NC(=S)N/N=C/c1ccc(-c2cc(Cl)cc(Cl)c2)o1 | 8 | -1.1
COc1ccc(N(CC(=O)NCc2ccco2)S(C)(=O)=O)cc1 | 22 | 1.1
CCN(c1ccccc1)S(=O)(=O)c1ccc(F)cc1 | 5 | -1.0
CCCCn1c(=O)[nH]c(=O)c2c(C(=O)OCC)cc(-c3cccs3)nc21 | 11 | -0.1
CCc1nc2c(n1O)CCc1nonc1-2 | 18 | 0.6
CCc1ccc(NC(=O)C(=O)NNC(=O)c2cccs2)cc1 | 18 | -1.0
COc1ccc(Cl)cc1NC(=O)C1CCCO1 (stereo unspecified) | 19 | -1.3
COc1ccc(NC(=O)COC(=O)/C=C/c2ccccc2[N+](=O)[O-])cc1 | 36 | -0.5
COCCCN(Cc1ccco1)C(=O)c1cc2c(s1)-c1ccc(Cl)cc1S(=O)(=O)C2 | 11 | 0.0
Cc1ccc(CSc2nc3ccsc3c(=O)n2Cc2ccccn2)cc1 | 7 | x
O=C(c1ccco1)N1CCN(C(=O)c2ccc(CS(=O)c3ccc(Cl)cc3)o2)CC1 (stereo unspecified) | 3 | -1.8
CCOC(=O)C1(CCc2ccccc2)CCN(C(=O)c2cccc(C)n2)CC1 | 8 | -0.7
CCCn1c(=O)c(-c2nc3ccccc3[nH]2)c(O)c2ccccc21 | 21 | 16
COc1ccc(CNc2cc(C)nc3ncnn23)c(OC)c1 | 29 | -0.8
O=c1c2[nH]c3ccc(F)cc3c2nc2n1CCS2 | 20 | 1.6
CC(/C=N/NC(=O)c1ccc(Br)cc1)=C\c1ccccc1 | 9 | 0.3
O=C(Nc1nccs1)c1cc(S(=O)(=O)N2CCOCC2)ccc1Cl | 15 | 0.0
COC(=O)N/N=C/c1ccc(-c2ccc(Cl)cc2Cl)o1 | 15 | -0.8
CCCC(=O)Nc1cc(-c2nn(C)c(=O)c3ccccc23)ccc1N1CCOCC1 | 33 | 0.8
CC(CN1CCCCC1)C(=O)NNC(=O)C12CC3CC(CC(C3)C1)C2 (stereo unspecified) | 7 | -0.9
O=C(Nc1nccs1)c1ccc(Cl)c(S(=O)(=O)N2CCCCC2)c1 | 33 | 1.1
CCCCCC(=O)NNC(=S)NC(=O)c1ccccc1[N+](=O)[O-] | 16 | -0.5

Remaining list, next part
Molecule	OX1R FRET antag	STK33 kinase inh
Cn1c(=O)cc(SCC(=O)NCCC2=CCCCC2)c2cc(Cl)ccc21	20	0.4
CCN(CC)C(=O)c1cn(CCC#N)nc1-c1ccc(F)cc1	24	0.2
Cc1nc2ccccc2c2oc(C(=O)NC3CC3)cc12	13	0.9
CC(C)CCC(C)NC(=O)c1ccc2nccnc2c1 (stereo unspecified)	36	-0.5
O=C(CCc1ccccc1)N/N=C/c1cccc(O)c1	22	-0.7
COc1ccc(C(=O)/C=C/c2ccc(O)cc2)c(O)c1CC=C(C)C	9	2.1
Cc1ccc(C(=O)N2CCN(c3ccc(NC(=O)c4cc(C)cc(C)c4)cc3)CC2)cc1	x	0.7
COc1ccc(-c2ccc(-c3nnc(-c4cc(OC)ccc4OC)o3)cc2)cc1	14	-0.2
O=C1C(Cc2ccccc2)Nc2ncnc(N3CCOCC3)c2N1Cc1ccccc1 (stereo unspecified)	3	0.9
Cc1sc2c3ccsc3ccc2[n+]1C	15	0.1
CC(Oc1ccccc1)C(=O)OCC(=O)Nc1ccc2c(c1)OCO2 (stereo unspecified)	11	1.7
CCCCCC(=O)N1CC2(CC(c3cccc(NC(=O)c4ccccc4)c3)=NO2)C[C@@H]1C(N)=O (stereo partly specified)	18	-1.1
CSCCC(NC(=O)c1ccc([N+](=O)[O-])cc1Cl)C(=O)OCC(=O)N1CCN(C(C)=O)CC1 (stereo unspecified)	55*	0.1
O=C(CSc1nc(-c2ccccc2)cs1)N1CCN(C(=O)c2ccco2)CC1	6	-0.5
N=C1C(c2nc3ccccc3s2)=C(O)CN1Cc1ccccc1	1	-0.6
CC(C)OC(=O)c1ccc(NC(=O)C2C3CC4OC(=O)C2C4C3)cc1 (stereo unspecified)	15	-0.5
O=C(NCc1ccccc1)c1ccc2nnsc2c1	4	-0.5
Cc1ccccc1-n1ccnc1SCC(=O)NCC1CCCO1 (stereo unspecified)	27	0.5
CN(C)Cc1c(C(C)(C)O)[nH]c2ccc(C(F)(F)F)cc12	7	-1.0
CCCn1ncc(CN2CCC(CO)(Cc3ccc(OC)cc3)CC2)c1C	16	-1.1
COc1ccc(N2CCN(C(=O)c3ccc(N4CCCCS4(=O)=O)cc3)CC2)cc1	2	1.0
O=C(CN1CCCCCC1=O)OCc1ncc(-c2ccccc2)o1	28	2.4
CCOC(=O)C1=C(C)Nc2nnnn2C1c1c[nH]c2ccccc12 (stereo unspecified)	14	-0.6
Cc1ccc(C2(c3ccc(C)cc3)CC2C(=O)NC(C)C)cc1 (stereo unspecified)	x	-1.1
CCC(C)N1CCC(Oc2ccc(C(=O)NCc3ccccn3)cc2)CC1 (stereo unspecified)	16	-1.6
COc1ccccc1CN(C)C(=O)c1cnc(C)cn1	1	-1.4
CSc1ncccc1C(=O)OCc1nc2ccsc2c(=O)[nH]1	18	-0.4
Cn1c(=O)c2ncn(CC(=O)Nc3nc(-c4ccc(Cl)cc4)cs3)c2n(C)c1=O	1	x
CC1C(=O)N2CCCc3cc(S(=O)(=O)N4CCCCC4)cc1c32 (stereo unspecified)	22	3.9
COc1cccc(OC)c1C(=O)Nc1ccc2c(c1)Cc1ccccc1-2	21	-0.2
CNc1nc(SCC(=O)Nc2ccccc2)nc(N2CCOCC2)n1	10	-0.4
Cc1nc(NC(=O)c2ccccc2)sc1-c1csc(Nc2ccc(F)cc2)n1	31	-1.2
C/C(Cn1nc([N+](=O)[O-])cc1C)=N\NC(=O)COc1ccccc1[N+](=O)[O-]	36	0.0
Cc1ccc(C)c(OCCn2nnc3ccccc32)c1	24	-0.1
c1ccc(-c2cccc(-c3ccccn3)n2)nc1	4	0.8
CCOc1ccc(NC(=O)CN(C)C(=O)c2sc3ccccc3c2Cl)cc1OCC	9	-1.5
CNS(=O)(=O)c1cc(OC)ccc1OC	31	-2.0
COC(=O)C(/C=N/OCc1ccc([N+](=O)[O-])cc1)NC(=O)c1cccc(Cl)c1 (stereo unspecified)	17	0.3
Cc1ccc(C(NC(=O)N2CCOCC2)=C(Cl)Cl)cc1F	15	-1.3
CN1CCN(C(=O)N2c3ccccc3CCc3ccccc32)CC1	18	-1.0
COc1ccccc1NC(=S)N1CCn2cccc2C1c1cccnc1 (stereo unspecified)	21	0.5
COc1ccc(S(=O)(=O)N2CCOCC2)cc1NC(=O)CN1CCCc2ccccc21	8	-0.9
c1ccc(C(c2nnnn2Cc2ccco2)N2CCN(c3nc4ccccc4s3)CC2)cc1 (stereo unspecified)	17	0.3
COc1ccc(CNC(=O)COC(=O)c2ccco2)cc1	4	x
COc1ccccc1NS(=O)(=O)c1cc(NC(=O)c2cc[n+]([O-])cc2)ccc1N1CCCC1	10	1.0
O=C(Cn1cc(C(=O)COc2ccccc2)c2ccccc21)NCc1ccco1	19	0.7

Compound activity deposited in PubChem BioAssay by several laboratories.
